# Screening results as filed in PubChem.
# MC4R antag cAMP = MC4R antagonists of cAMP signaling, primary screen, cell-based, TR-FRET, antagonist arm of biased-ligand search. AID 540295, 2011. Melanocortin receptor 4 (Homo sapiens), P32245. inhibition, % at 6.5 µM. 360,000 compounds, 0.48% hits. MC4R-expressing cells, MTII-stimulated cAMP, LANCE TR-FRET;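 active means inhibition above its plate's cutoff, the mean of tested wells on that plate plus 3 SD, cut at about 29% in these data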;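 further: 0% = Melanotan II alone and 100% = Melanotan II plus saturating MCL0020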
# Target sequence (P32245 whole entry, looked up): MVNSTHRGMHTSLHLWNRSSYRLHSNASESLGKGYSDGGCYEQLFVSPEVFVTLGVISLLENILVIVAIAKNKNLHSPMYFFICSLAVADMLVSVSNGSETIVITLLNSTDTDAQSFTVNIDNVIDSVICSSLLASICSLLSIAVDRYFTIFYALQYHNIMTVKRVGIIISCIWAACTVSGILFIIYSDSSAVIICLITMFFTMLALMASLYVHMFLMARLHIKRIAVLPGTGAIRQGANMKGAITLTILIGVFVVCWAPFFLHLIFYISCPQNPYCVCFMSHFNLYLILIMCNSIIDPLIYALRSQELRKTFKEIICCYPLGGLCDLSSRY
#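 Material: human MC4R-expressing U2OS cells. Probe or stimulus: Melanotan II challenge. Dosing: 6.5 µM single dose. Times: 30-min compound, 1-h challenge, 1-h detection, room temperature. Technique: TR-FRET with Eu-cAMP and labeled anti-cAMP, 671 nm. Replication: singlicate.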
# HTR2A ag = mouse Htr2a agonists via beta-arrestin recruitment, primary screen, cell-based, luminescence; 360,000 compounds, 0.66% hits; 5-hydroxytryptamine receptor 2A (Mus musculus), P35363; CHO-K1 mHTR2A beta-arrestin complementation; percent of 30 µM serotonin response; activation, % at 7.6 µM;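 active means activation above a run cutoff, the mean activation of all tested compounds plus 3 SD, cut at about 14% in these data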;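 further: 0% = plate median of compound wells and 100% = 30 µM serotonin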
# Target sequence (P35363 whole entry, looked up): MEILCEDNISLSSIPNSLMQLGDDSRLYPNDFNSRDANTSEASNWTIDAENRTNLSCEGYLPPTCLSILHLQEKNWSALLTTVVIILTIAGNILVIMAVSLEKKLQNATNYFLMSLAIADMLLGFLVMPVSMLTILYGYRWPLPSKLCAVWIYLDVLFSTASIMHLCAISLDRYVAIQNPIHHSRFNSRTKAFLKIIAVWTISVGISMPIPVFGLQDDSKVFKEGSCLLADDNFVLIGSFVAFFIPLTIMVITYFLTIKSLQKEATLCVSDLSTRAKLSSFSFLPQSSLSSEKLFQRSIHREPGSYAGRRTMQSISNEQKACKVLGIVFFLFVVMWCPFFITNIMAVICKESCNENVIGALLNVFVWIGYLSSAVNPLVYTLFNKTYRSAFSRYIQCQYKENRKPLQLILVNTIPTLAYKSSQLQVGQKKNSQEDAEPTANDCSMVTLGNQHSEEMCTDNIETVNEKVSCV
# H9c2 protect = cardioprotection against H2O2-induced cell death, primary screen, uHTS, H9c2 cells, ATPLite luminescence; 360,000 compounds, 0.63% hits; H9c2 cardiomyocytes, H2O2 injury protection, 2 h; AID 588492, 2011; protection from H2O2 cell death, % at 20 µM;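 active means compounds giving at least 50% protection of heart cells from peroxide-induced death in the single-dose screen, raw or plate-pattern-corrected value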;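 further: 0% = DMSO wells with peroxide and 100% = DMSO wells without peroxide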
# MC4R ag barr = MC4R agonists recruiting beta-arrestin, primary screen, cell-based, luminescence, agonist arm of biased-ligand search; Melanocortin receptor 4 (Homo sapiens), P32245; U2OS MC4R beta-arrestin complementation; percent of melanotan II response, DMSO zero; activation, % at 8.9 µM; 360,000 compounds, 0.98% hits; AID 540308, 2011;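 active means activation above a per-plate cutoff, the mean activation of sample wells on that plate plus 3 SD, cut at about 8% in these data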
# PDI turbidity = inhibitors of human PDI, primary screen, biochemical, turbidity, single point, plate reader | Protein disulfide-isomerase (Homo sapiens), P07237 | PDI insulin aggregation turbidity, A650, 90 min | inhibition, % at 10 µM | 350,000 compounds, 0.052% hits | AID 588391, 2011;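 active means mean inhibition across replicates of 30% or more, whatever share of single replicates reach that level; inconclusive means mean inhibition below 30% while every single replicate reaches 30%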;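 further: absorbance from insulin aggregation driven by PDI reduction with DTT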
# aDG glyco up = activators of alpha-DG glycosylation, primary screen, uHTS, Pro5-aDG cells, AlphaScreen | activation, % at 10 µM | AID 624168, 2012 | 360,000 compounds, 0.22% hits | alpha-DG glycosylation AlphaScreen (IIH6); 0% Pro5, 100% B10-LARGE cell signal;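 active means activation of at least 8% versus controls, or a plate z-score of at least 8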;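 further: Pro5 are CHO cells carrying HIG-tagged alpha-DG that lacks glycosylation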
# ABCB6 inh MLPCN = ABCB6 transporter inhibitors, primary screen, K562-ABCB6 cells, flow cytometry, MLPCN library. ATP-binding cassette sub-family B member 6 (Homo sapiens), Q9NP58. K562-ABCB6 porphyrin accumulation, 1 h; stronger effect = lower value. fluorescence ratio to DMSO, % at 10 µM. 360,000 compounds, 0.19% hits. AID 602162, 2011;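 active means fluorescence ratio to DMSO below 75%, the collection mean minus 3 SD; inconclusive means too few cells collected in the well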;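 further: signal is porphyrin accumulated inside mitochondria; 100% equals median channel fluorescence of DMSO control wells; lower ratio means ABCB6 inhibition with less porphyrin fluorescence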
# Vif inh = HIV Vif self-association inhibitors, primary screen, imaging, HEK293T, single point. HEK293T cells, Vif self-association by quenched fluorescence, 24 h. inhibition, % at 7.49 µM. 340,000 compounds, 0.35% hits; in the data active means inhibition above about 50%, passing the limit was not always enough; inconclusive means no clear call, values can overlap the other calls; inactive means below about 31%; further: some results filed as inactive read as strong as hits
# Glyco luc inh = increase of ERlucT glycosylation luciferase signal, primary screen, N-linked glycosylation inhibitor project, D54 ERlucT cells, luminescence, set 2; 360,000 compounds, 0.23% hits; reporter increase, % at 12.5 µM; D54 ERlucT glycosylation luciferase reporter, 24 h; percent of 100 nM tunicamycin response;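 active means mean luciferase reporter signal, scaled so untreated is 0 and the glycosylation-blocking control 100, at or above a set limit in every replicate; inconclusive means mean reaches the limit but not every replicate does; inactive means mean below the limit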;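 further: luciferase carries N-glycosylation sites so blocking glycosylation raises the light; 0% = median of neutral control wells and 100% = median of 100 nM tunicamycin wells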
# CaV13 FRET inh = Disruptors of the CACNA1D IQ motif to Ca2+-dependent inactivation inhibitor domain association, primary screening, Förster resonance energy transfer in intact living …; AID 743397; HEK cells, CFP/YFP FRET ICDI-IQ, plate reader, 10 min; percent FRET-ratio fall versus neutral wells; inhibition, % at 12.3 µM; 340,000 compounds, 0.098% hits;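 active means mean replicate inhibition of at least 30% and at least 1% of replicates passing that level; inconclusive means only one of the two criteria is met; inactive means neither criterion is met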;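 further: 0% = median of the neutral control wells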
# An asterisk follows results filed as active; ? = inconclusive; nt = not tested or not shown; & = joins results of further samples.
# Sequence of screens – MC4R antag cAMP	HTR2A ag	H9c2 protect	MC4R ag barr	PDI turbidity	aDG glyco up	ABCB6 inh MLPCN	Vif inh	Glyco luc inh	CaV13 FRET inh
- COc1ccccc1Nc1ncc(C(=O)Nc2ccc(OC)c(OC)c2)c2ccccc12
  -5	1	0	-0.6	0	0.0	96	?	1	-6
- CCOC(=O)C1=C(C)C(c2ccccc2OC)NC(=S)N1 (stereo not drawn)
  6	3	10	-0.4	-5	-0.3	97	-8	2	-3
- CC(NC(=O)C1(C)CC1(Br)Br)C(C)(C)C (stereo not drawn)
  5	6	-1	-2.1	0	-0.1	101	10	-1	-4
- CCC(=O)N1CCC1(C)C(=O)Nc1cc(-c2ccccc2)nn1C (stereo not drawn)
  8	-2	-7	0.9	4	0.0	99	24	-2	-5
- CN(C(=O)c1ccc(-c2ccccc2)cc1)C1CCCCC1
  7	2	-8	1.4	0	0.1	96	-7	-7	-4
- Cc1cc(NC(=O)C(C)SCC(=O)OCc2ccc([N+](=O)[O-])cc2)no1 (stereo not drawn)
  -3	-4	-6	-1.4	10	0.1	95	6	-2	-16
- CCN(C(=O)COc1cc(=O)n(CC)c2ccccc12)c1cccc(Cl)c1
  -12	3	22	-2.6	2	0.0	90	-2	1	-5
- CC(=O)Nc1ccc(O)cc1[N+](=O)[O-]
  5	-2	-4	-0.6	-2	0.0	94	0	0	-4
- Cc1ccc(C)n1CCN1CCN(C(=O)CSc2nc3ccccc3nc2N2CCOCC2)CC1
  9	-3	19	-1.9	6	0.1	102	nt	2	-4
- CCCCn1c(N)c(N(CC)C(=O)c2ccc(C#N)cc2)c(=O)[nH]c1=O
  17	0	-4	0.5	-5	-0.1	93	-3	3	-4
- CC(C)(C)c1cc(CCC(=O)NCc2cccnc2)cc(C(C)(C)C)c1O
  1	6	3	-1.4	1	-0.1	87	-6	0	-11
- Cc1ccc(NC(=O)CS(=O)CC(=O)N2CCN(C3CCCC3)CC2)cc1 (stereo not drawn)
  5	-1	-5	-0.4	-14	0.0	97	9	3	-3
- Cn1c(=O)c(=O)n(C)c2cc(N3CCCCC3)c(NS(=O)(=O)c3ccc([N+](=O)[O-])cc3)cc21
  13	-3	4	-3.3	1	-0.1	97	-1	0	-2
- Cc1ccc(/C=C2/Sc3ccc(C(=O)NCCN4CCOCC4)cc3NC2=O)cc1
  2	-6	2	-2.8	-7	0.1	96	7	-1	-6
- COc1ccc(-c2cc(CCC(=O)N3CCN(c4cc(C)ccc4C)CC3)on2)cc1
  2	1	-29	-0.2	13	0.3	97	nt	-2	-4
- CC1(C(=O)NCc2cccc(Cl)c2)Cc2c(-c3ccc4c(c3)OCO4)ccnc2O1 (stereo not drawn)
  -11	-7	-3	-2.8	2	0.3	101	nt	15	-4
- Cc1cc(NC(=O)CSc2nc(-c3ccccc3)cs2)no1
  3	-7	-9	0.3	9	0.0	90	-6	-1	0
- COc1ccc(C)c2sc(=NC(=O)C(C)C)n(C)c12
  3	5	-13	-1.1	nt	-0.1	96	12	5	-5
- CCOc1ccc(S(=O)(=O)NCc2ccco2)c2ccccc12
  -6	5	-9	-0.9	3	0.0	100	-4	-2	-10
- Cc1cc(C)c(C#N)c(SCc2ccccc2C(=O)O)n1
  18	4	13	0.9	-14	0.5	104	-4	1	0
- CCOC(=O)C(C)(C)N(Cc1ccccc1C)S(=O)(=O)c1ccc(Cl)c([N+](=O)[O-])c1
  18	-4	10	-1.9	3	0.7	89	-2	0	-5
- COC(=O)c1[nH]c2cc(OC)c(OC)cc2c1NC(=O)Oc1ccccc1
  -4	-3	46	1.9	0	0.5	93	-1	3	nt
- CCOc1ccc(-c2c(C(=O)N/N=C/c3ccc(C)s3)nnn2-c2nonc2N)cc1
  1	0	7	0.8	4	-0.3	90	3	4	nt
- COc1ccc(NC(=O)CCNC(=O)Cn2ccc3ccccc3c2=O)cc1OC
  0	-7	3	-1.9	5	-0.1	91	0	-1	nt
- C#C[C@]1(O)CC[C@H]2[C@@H]3CCc4cc(OC5CCCC5)ccc4[C@H]3CC[C@@]21C
  9	3	-38	-0.5	21	1.1	94	-10&-8	-5	-5
- CN(CC(=O)Nc1ccc(Cl)cc1)CC(=O)Nc1ccc(F)c(F)c1F
  3	3	-12	-0.9	-3	0.3	95	nt	1	-5
- CCOc1ccc(C(C(=O)NCC2CCCO2)N(Cc2cccc(OC)c2)C(=O)c2snc(C(N)=O)c2N)cc1 (stereo not drawn)
  4	2	32	-0.4	-19	0.1	95	-6	-3	-3
- CCC(C)[C@H]1COCCS(=O)(=O)N1Cc1ccc(Br)cc1 (stereo partly drawn)
  16	9	-10	4.7	2	0.2	99	-2	-1	-10
- Cc1cccc(NC(=S)NCCc2ccccn2)c1
  -2	1	8	-0.9	-6	0.0	97	1	1	-20
- CC1Cc2cc(S(=O)(=O)CCC(=O)N3CCN(c4ccccc4)CC3)ccc2N1C(=O)C1CC1 (stereo not drawn)
  -1	-3	-5	-0.9	12	0.3	98	0	0	-13
- Clc1cccc2sc(N3CCCC3)nc12
  -4	0	-2	1.6	7	0.1	99	1	-1	-3
- CC1CCCN(C(=O)CCS(=O)(=O)c2cc3c(cc2Cl)NC(=O)CO3)C1 (stereo not drawn)
  10	-5	-5	1.0	nt	-0.1	102	17	1	1
- CCc1nc(NC2CCCCC2)c(C#N)c2c1COC(C)(C)C2
  20	2	-22	1.5	3	0.0	94	5	-2	-5
- CC(=O)NNC(=S)Nc1cc(S(=O)(=O)N(C)C)ccc1C
  3	0	6	1.4	-5	-0.2	109	6	0	-14
- COc1ccc(-c2nnc3c4ccccc4c(C)nn23)cc1
  -30	1	12	-0.1	-11	-0.1	91	2	-3	-4
- COc1cccc(-n2nc(C(=O)O)c3ccccc3c2=O)c1
  7	7	8	0.1	-4	0.0	101	9	-1	-12
- CCOC(=O)c1cc(C#N)c(N2CCNCC2)nc1C(F)(F)F
  4	-4	-4	0.8	-2	0.0	99	-2	-3	-5
- CC(=O)c1c(C)oc2c1cc(O)c1ccccc12
  7	2	-8	0.3	2	0.1	96	3	0	-2
- COc1cccc(NC(=O)C2CCN(S(=O)(=O)c3ccc4c(c3)CC(C)N4C(C)=O)CC2)c1 (stereo not drawn)
  1	0	-4	-1.8	-10	0.3	98	-3	1	-6
- CCn1c(=O)c2ccccc2n(Cc2cccc([N+](=O)[O-])c2)c1=O
  1	7	13	-0.2	6	0.2	95	-8	-2	-4
- Cc1nc(SCc2nc3ccc([N+](=O)[O-])cc3[nH]2)c2oc3ccccc3c2n1
  -7	12	-1	0.4	0	0.0	83	7	-2	-11
- Cc1ccc(NC(=O)C/C(N)=N/OC(=O)c2ccccc2)cc1
  19	-2	-7	4.4	1	-0.1	95	9	2	-7
- COC(=O)c1cn(CC(=O)N2C(C)CCCC2C)c2ccccc12 (stereo not drawn)
  12	2	5	-2.2	5	0.0	97	-1	2	-6
- COCCN(Cc1ccc(F)cc1)C(=O)c1cc2ccccc2oc1=O
  2	3	1	-2.0	8	0.0	94	-2	-1	-2
- Cc1ccc2nc(/C(C#N)=C/c3ccc(O)c(O)c3)[nH]c2c1
  1	-2	71*	-2.8	9	-0.3	139	20	6	-6
- COc1ccccc1CCCNC(=O)C1CCC(=O)N(CCCN2CCCC2=O)C1 (stereo not drawn)
  8	-8	-1	1.5	-1	-0.2	99	1	-1	-14
- COc1ccccc1NC(=S)N/N=C1\CC(C)(C)Oc2ccc(O)cc21
  21	-4	-1	-1.6	7	0.2	99	12	0	-5
- COc1c2c(c(OC)c3c1c(=O)c1ccccc1n3C)OCO2
  -5	-7	-2	-1.8	5	0.2	91	3	-1	-9
- CCCCC(=O)Nc1nn(C)c2nc3c(C)cccc3cc12
  8	2	-14	-0.1	2	0.0	103	12	3	-1
- Cc1ccc(NC(=O)CSCC(=O)OC(C)C(=O)Nc2ccc(S(N)(=O)=O)cc2)c(C)c1 (stereo not drawn)
  0	2	-1	2.4	0	0.2	103	-2	0	-7
- Cc1cnc(C(=O)NCc2ccc(F)cc2)cn1
  2	7	-2	-2.5	1	0.0	99	1	2	-3
- CC1Oc2ccccc2N(CC(=O)N2CCCCC2)C1=O (stereo not drawn)
  10	-10	-5	-0.3	5	-0.2	101	-12	0	-6
- C=CCNc1oc(-c2cccc3ccccc23)nc1C#N
  7	2	-9	3.9	4	-0.1	97	nt	1	-9
- Clc1ccccc1-c1nc2ccccc2c2nc3ccccc3n12
  -43	4	8	7.4	-13	0.2	99	-4	-2	-7
- O=C(NCC(c1ccco1)N1CCCC1)c1cc(=O)[nH]c2ccccc12 (stereo not drawn)
  0	5	2	-4.2	-1	-0.1	98	-5	1	-7
- Cc1ccc(NC(=O)COC(=O)c2ccc3ncsc3c2)c(C)c1
  -2	9	7	0.6	5	0.1	95	-13	0	-5
- COc1ccc(Cl)cc1NC(=O)CN(C)C(=O)Cn1[nH]c(=O)c2ccccc2c1=O
  0	-4	84*	-1.6	-1	-0.3	96	-2	-1	-15
- COc1cccc(-c2cc3c(-n4cccc4)ncnc3o2)c1
  1	1	31	2.1	15	0.0	94	nt	0	nt
- Nn1c(-c2ccccn2)nnc1-c1ccccn1
  2	1	-13	-0.1	0	1.3	106	16	0	-4
- O=C1CN(C(=O)c2cc([N+](=O)[O-])ccc2Cl)C(c2ccccc2)c2cc(F)ccc2N1 (stereo not drawn)
  -1	1	6	2.2	3	0.5	96	4	0	-7

# (listing goes on)
# Sequence of screens – MC4R antag cAMP	HTR2A ag	H9c2 protect	MC4R ag barr	PDI turbidity	aDG glyco up	ABCB6 inh MLPCN	Vif inh	Glyco luc inh	CaV13 FRET inh
- CC(C)CCNC(=O)C1CCN(c2nc3ccccc3o2)CC1
  9	0	-6	-2.3	12	0.3	100	5	3	-5
- CC(=O)NC1=NN(c2ccccc2)C(=O)C1
  1	-3	-2	-1.4	1	0.1	97	-6	-1	-5
- O=C(COc1ccccc1)N1CCN(C(=O)c2cccc(F)c2)CC1
  9	0	16	-1.9	6	-0.1	105	4	1	-5
- O=C(NC(=S)NC1CCSC1=O)c1ccccc1F (stereo not drawn)
  2	1	2	-1.2	-7	0.0	97	-2	2	-7
